High-throughput results as filed in PubChem.
IDE cell inh – inhibits human insulin-degrading enzyme in HEK cells; FAbetaB cleavage, fluorescence polarization; hit rate 0.41% among 320,000; P14735; inhibition, % at 5.59 µM; AID 434962;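 active = percent inhibition above the average of all tested compounds plus 3 SD, set per screening campaign, cut at about 16% in these data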;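 note: IDE supplied by intact live HEK cells; FP after avidin binding of uncleaved biotin substrate so inhibition keeps polarization high; 0% = DMSO wells and 100% = 60 µM reference IDE inhibitor Ii1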
Target sequence (P14735 whole entry, looked up): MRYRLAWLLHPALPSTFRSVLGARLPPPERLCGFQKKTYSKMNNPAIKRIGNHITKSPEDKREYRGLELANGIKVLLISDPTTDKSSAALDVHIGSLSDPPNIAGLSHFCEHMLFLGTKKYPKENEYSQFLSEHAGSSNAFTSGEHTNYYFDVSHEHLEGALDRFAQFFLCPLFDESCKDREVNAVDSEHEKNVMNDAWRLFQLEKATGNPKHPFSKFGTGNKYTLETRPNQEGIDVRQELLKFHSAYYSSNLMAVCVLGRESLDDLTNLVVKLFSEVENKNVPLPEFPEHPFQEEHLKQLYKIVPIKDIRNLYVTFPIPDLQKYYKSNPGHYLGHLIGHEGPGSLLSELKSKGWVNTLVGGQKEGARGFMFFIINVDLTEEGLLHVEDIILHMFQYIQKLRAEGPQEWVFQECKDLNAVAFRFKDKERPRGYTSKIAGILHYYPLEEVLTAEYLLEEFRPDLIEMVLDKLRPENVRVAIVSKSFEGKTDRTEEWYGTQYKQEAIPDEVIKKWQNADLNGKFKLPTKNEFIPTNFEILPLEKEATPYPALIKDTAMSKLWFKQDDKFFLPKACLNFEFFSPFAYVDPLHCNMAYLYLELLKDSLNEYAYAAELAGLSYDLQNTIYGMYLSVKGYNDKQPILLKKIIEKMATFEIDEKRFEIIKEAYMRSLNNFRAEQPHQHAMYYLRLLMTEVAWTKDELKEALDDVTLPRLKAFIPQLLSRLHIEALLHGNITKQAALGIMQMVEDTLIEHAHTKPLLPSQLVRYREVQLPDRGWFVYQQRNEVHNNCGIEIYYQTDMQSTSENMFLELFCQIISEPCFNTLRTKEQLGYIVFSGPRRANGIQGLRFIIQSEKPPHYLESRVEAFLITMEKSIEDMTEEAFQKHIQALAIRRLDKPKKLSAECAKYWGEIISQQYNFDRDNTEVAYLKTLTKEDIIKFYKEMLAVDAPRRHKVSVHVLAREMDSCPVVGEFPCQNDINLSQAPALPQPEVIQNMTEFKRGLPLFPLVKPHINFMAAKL
IDE cell activ – activators of human insulin-degrading enzyme in cells; AID 493087; P14735; activation, % at 5.96 µM; hit rate 0.073% among 340,000; HEK cells, FAbeta-B cleavage, fluorescence polarization; 0% vehicle, 100% cell-free pure enzyme wells;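 active = activation above the mean of all tested compounds plus 3 SD, set per screening campaign, cut at about 17% in these data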
Starred values were filed as active, the others as inactive. Only part of the results is shown; count on the stated rates, not on these rows.

A first look:
SMILES | IDE cell inh | IDE cell activ
Cc1nn(CC(=O)NC2CCC(C)CC2)c(C)c1[N+](=O)[O-] (stereo unspecified) | -2 | 2
Cc1cc(C)n2nc(C(=O)OCC(=O)Nc3ccc(C)c(S(=O)(=O)N4CCOCC4)c3)nc2n1 | 2 | 7
CCOc1ccc(CCNC(=O)COC(=O)c2cccc(S(=O)(=O)N3CCCC3)c2)cc1OCC | 1 | 0
COc1cc(OC)cc(C(=O)Nc2nc(CC(=O)NC(C)c3ccccc3)cs2)c1 (stereo unspecified) | -4 | 1
O=C(COc1ccc2ccccc2c1)N1CCN(c2ccccc2)CC1 | -1 | 0
COC(=O)C1=C(C)N(Cc2ccco2)C(=O)N[C@@H]1c1ccco1 | 0 | 3
CC(=O)c1c(C)[nH]c(C(=O)COc2ccc3ccc(=O)oc3c2)c1C | 2 | 6

All compounds of this part, previewed entries included:
SMILES | IDE cell inh | IDE cell activ
Cc1nn(CC(=O)NC2CCC(C)CC2)c(C)c1[N+](=O)[O-] (stereo unspecified) | -2 | 2
Cc1cc(C)n2nc(C(=O)OCC(=O)Nc3ccc(C)c(S(=O)(=O)N4CCOCC4)c3)nc2n1 | 2 | 7
CCOc1ccc(CCNC(=O)COC(=O)c2cccc(S(=O)(=O)N3CCCC3)c2)cc1OCC | 1 | 0
COc1cc(OC)cc(C(=O)Nc2nc(CC(=O)NC(C)c3ccccc3)cs2)c1 (stereo unspecified) | -4 | 1
O=C(COc1ccc2ccccc2c1)N1CCN(c2ccccc2)CC1 | -1 | 0
COC(=O)C1=C(C)N(Cc2ccco2)C(=O)N[C@@H]1c1ccco1 | 0 | 3
CC(=O)c1c(C)[nH]c(C(=O)COc2ccc3ccc(=O)oc3c2)c1C | 2 | 6
CCc1ccccc1NC(=O)CN(C)C(=O)c1cccc(S(=O)(=O)N2CCCCCC2)c1 | -7 | 2
COc1ccccc1C(=O)NC(=O)CSc1nc(C)cs1 | 2 | 0
CC1CCC2(CC1)NC(=O)N(CC(=O)NCCc1ccccc1)C2=O (stereo unspecified) | 5 | 5
CC(CCN1C(N(C)C)=NC[C@@H]1C)c1ccccc1 (stereo partly specified) | 2 | 5
CCC1(c2ccccc2)NC(=O)N(CC(=O)Nc2cc(S(=O)(=O)N3CCCCC3)ccc2N(C)C)C1=O (stereo unspecified) | 7 | 3
O=C(COC(=O)[C@@H]1CCCN1C(=O)c1cccs1)Nc1ccc(Br)cc1 | 5 | 6
CC(Nc1nc(-c2ccc(F)cc2)cs1)c1nc2cc(Cl)c(N3CCCCC3)cc2n1CCCO (stereo unspecified) | -9 | 4
COc1ccc(N2CCN(C(=O)CSc3nc(C)cs3)CC2)cc1 | 6 | -3
O=C(NCCO)c1nc(C(=O)c2ccccc2)c2ccccc2n1 | 3 | 0
Cc1ccc2c(c1)C1C[N+](C)(CC(=O)Nc3ccccc3Cl)CCC1N2C(=O)c1ccccc1Cl (stereo unspecified) | 2 | 8
CC(=O)C[C@@H](O)CC(=O)[C@@H]1OC(=O)[C@H](C)CCCCc2ccccc21 | -5 | 4
CC(CC(=O)N(C)c1c(N)n(Cc2ccccc2)c(=O)[nH]c1=O)c1ccccc1 (stereo unspecified) | -2 | 5
Cc1ccc(-c2c(C)sc3nc(CN4CCN(CC(=O)NC5CC5)CC4)[nH]c(=O)c23)cc1 | -4 | 3
CSCCC(NC(=O)c1ccccc1Br)C(=O)NCC(c1ccco1)N1CCCCC1 (stereo unspecified) | -1 | 1
O=C(Cc1c(F)cccc1Cl)OCC(=O)N1CCc2ccccc21 | 5 | 3
O=C(COC(=O)Cc1ccsc1)Nc1ccccc1Cl | 8 | 4
Cc1ccc(NC(=O)CN(C)C(=O)CSc2nccn2C)cc1 | -2 | 5
O=C(CNc1ccccc1F)Nc1cc(S(=O)(=O)N2CCCCC2)ccc1Cl | 4 | 3
O=C1CCC/C=C/C[C@@H](CC(=O)N(CCO)Cc2ccccc2)C(=O)NC[C@@H](c2ccccc2)O1 | 0 | -2
COc1ccc(COC(=O)c2cc(S(=O)(=O)N3CCCCC3)ccc2N2CCOCC2)cc1 | 0 | 0
COc1ccc(S(N)(=O)=O)cc1C(=O)OCC(=O)N1c2ccccc2NC(=O)C1(C)C | -3 | 3
Cc1[nH]c2ccc(C(=O)NC3CCCC3)cc2c1C | -2 | 1
COc1ccccc1S(=O)(=O)NCc1ccc(C(=O)NC(C)c2ccccn2)cc1 (stereo unspecified) | 3 | 7
COc1ccc(OC)c(S(=O)(=O)NC(C)c2ccc(-n3ccnc3)cc2)c1 (stereo unspecified) | 1 | 4
Cc1cccc(NS(=O)(=O)c2ccc(C(=O)NCCCN3CCCC3=O)cc2)c1C | 5 | -2
O=C(COC(=O)Cc1ccccc1F)Nc1ccc2[nH]c(=O)[nH]c2c1 | 2 | -2
CCc1c(C)nc(SCC(=O)N2CC(C)OC(C)C2)[nH]c1=O (stereo unspecified) | 0 | 6
Cc1cc(OCC(=O)OCC(=O)N2CCc3ccccc3C2)ccc1Cl | 5 | 1
CCC(CO)Oc1cc(NCc2ccccc2)c2ncn(C3CCCC3)c2c1 (stereo unspecified) | 1 | -1
Nc1c(-c2ccccc2)nnn1Cc1ccccc1 | 3 | 1
O=C(Cn1c(=O)cnc2ccccc21)N1CCN(S(=O)(=O)c2ccccc2Br)CC1 | 9 | -4
O=c1cc(-c2ccc(O)c(O)c2)oc2cc(O)c([C@@H]3O[C@H](CO)[C@@H](O)[C@H](O)[C@H]3O)c(O)c12 | -1 | 1
Cc1nn(C2CCS(=O)(=O)C2)c(C)c1CN(C)C(=O)c1cccc(Cl)c1 (stereo unspecified) | 0 | 3
O=S(=O)(c1ccc(SCc2ccccc2)nc1)N1CCCC1 | 15 | -17
COc1ccccc1CNC(=O)COC(=O)c1ccc2c(=O)n3c(nc2c1)CCCCC3 | 1 | 0
Cc1cccc(N2CC(C(=O)OCC(=O)Nc3sccc3C(N)=O)CC2=O)c1C (stereo unspecified) | -1 | 2
O=C(OCc1ccc(F)cc1)c1cc(S(=O)(=O)N2CCCCC2)ccc1N1CCOCC1 | 0 | -2
CCOc1ccc(NC(=O)CN(C)C(=O)c2cccnc2Sc2ccc(Cl)cc2)cc1OCC | -3 | 0
CCC(C)(C)C1CCC(NC(=O)c2ccc(S(=O)(=O)N3CCOCC3)cc2)CC1 (stereo unspecified) | -4 | 4
COc1ccc(C(=O)Nc2cc(S(=O)(=O)N3CCCC3)ccc2Cl)cc1 | 7 | 4
COC(=O)C(NC(=O)C(NC(=O)C1CCC(C)CC1)C(C)C)C(C)C (stereo unspecified) | 0 | 5
Cc1cc(Cn2nc(-c3ccccc3)cc2C(=O)NCc2cccs2)on1 | -4 | 1
O=C(Nc1ccccc1)c1nc[nH]c1C(=O)N1CCN(c2ccccc2)CC1 | 1 | -5

A draw from above in order of number of heavy atoms, falling.
SMILES | IDE cell inh | IDE cell activ
CCOc1ccc(NC(=O)CN(C)C(=O)c2cccnc2Sc2ccc(Cl)cc2)cc1OCC | -3 | 0
O=C(OCc1ccc(F)cc1)c1cc(S(=O)(=O)N2CCCCC2)ccc1N1CCOCC1 | 0 | -2
CCC(CO)Oc1cc(NCc2ccccc2)c2ncn(C3CCCC3)c2c1 (stereo unspecified) | 1 | -1

The list goes on:
SMILES | IDE cell inh | IDE cell activ
CCN1CCN(c2ccc(S(=O)(=O)N3CCCCC3)cc2NC(=O)/C=C/c2ccc(OC(F)F)cc2)CC1 | 0 | 4
Cc1ccccc1NC(=O)C1=CC=CN2CCS(=O)(=O)N=C12 | 5 | 3
O=C(COC(=O)c1ccc2ccccc2n1)NC1CCCCC1 | 1 | 6
Cc1cccc(OCC(=O)NCc2n[nH]c(=O)c3ccccc23)c1 | -1 | -2
Cc1cc(C)cc(OCC(=O)OCC(=O)N(CC(C)C)c2c(N)n(Cc3ccccc3)c(=O)[nH]c2=O)c1 | 1 | -1
CCCCCCSc1ccc(-c2nc3ccc(Cl)cn3c2NCc2ccccc2)cc1 | -2 | -1
COc1cc(/C=C/C(=O)O)ccc1OS(=O)(=O)c1cc(Br)ccc1C | 0 | -3
Cc1ccc(OCCNC(=O)CNC(=O)c2ccc(Cl)c([N+](=O)[O-])c2)cc1 | 1 | 5
CC(C)(C)OC(=O)NCCCCCO | 0 | 2
CN(C)CCOc1ccc(/C(=C(/CCCl)c2ccccc2)c2ccccc2)cc1 | 5 | 8
COc1ccccc1C(=O)NCCC(=O)N1CCN(c2ccccc2Cl)CC1 | 1 | 1
O=C(Nc1ccccc1N1CCCCC1)C1CCN(S(=O)(=O)c2ccccc2C(F)(F)F)CC1 | 2 | -1
Cc1ccc(NC(=O)c2ccc(C)c(S(=O)(=O)N3CCOCC3)c2)nc1 | -1 | 4
CC(/C=C/C1[C@H](C)C[C@H](O[C@@H]2O[C@H](CO)[C@@H](O)[C@H](O)[C@H]2O)CC1(C)C)O[C@H]1O[C@H](CO)[C@@H](O)[C@H](O)[C@H]1O (stereo partly specified) | 6 | -1
O=C1Cc2cc(S(=O)(=O)Nc3ccc(F)cc3Cl)ccc2N1 | 1 | 1
O=C(C1CCN(S(=O)(=O)c2c(Cl)cccc2Cl)CC1)N1CCCCCCC1 | -1 | -1
N#Cc1cccnc1N1CCN(C(=O)c2cccc3c2C(=O)c2ccc(-c4ccc(F)cc4OCc4ccccc4)cc2S3(=O)=O)CC1 | 0 | -1
CCOc1ccc(NC(=O)CN(C)C(=O)CCNC(=O)c2ccco2)cc1OCC | -2 | -3
O=C(NCCc1ccccc1)c1cc(-c2ccccc2)c(N2CCOCC2)s1 | 1 | 6
CC(Oc1ccc(S(=O)(=O)N2CCCC2)cc1[N+](=O)[O-])C(=O)N(C)c1ccccc1 (stereo unspecified) | 4 | 0
Cc1noc(C)c1NC(=O)Nc1cccc2c1O[C@@H](CN(C)Cc1ccc3c(c1)OCO3)[C@@H](C)CN([C@H](C)CO)C2=O | 4 | -3
O=C(CCc1nc2ccccc2c(=O)[nH]1)Nc1cc(C(F)(F)F)ccc1N1CCOCC1 | 0 | 4
C[C@H]1CN([C@@H](C)CO)C(=O)c2cccc(NC(=O)Nc3ccc(C(F)(F)F)cc3)c2O[C@@H]1CN(C)S(=O)(=O)c1ccccc1 | -6 | 2
COc1ccccc1-c1ccc2nnc(SCC(=O)N3CCCC3)n2n1 | 9 | 3
O=C(COC(=O)Cc1ccsc1)Nc1cccc(Cl)c1 | 9 | 3

The results go on.
SMILES,IDE cell inh,IDE cell activ
O=C(CCC1CCCCC1)Nc1cc(C(F)(F)F)ccc1N1CCOCC1,0,0
COC(C/C=C\[C@H](O)[C@H](C)OCc1ccccc1)OC,2,5
CCC(CO)Oc1cc(NCc2ccccc2C(F)(F)F)c2ncn(C(C)C)c2c1 (stereo unspecified),-7,0
COc1ccc(CC(=O)Nc2ccc(S(=O)(=O)N3CCCC3)cc2)c(OC)c1,-3,0
COc1ccc(CNC(=O)c2ccc(S(=O)(=O)NCc3ccco3)cc2)cc1,-4,4
COC(=O)[C@]1(C)CCC[C@@]2(C)C3CC[C@@]4(C)C[C@]3(CCC21)CC(=O)N4Cc1ccc(OC)cc1 (stereo partly specified),5,-2
CCC(C(=O)N1CCN(S(=O)(=O)c2sc(C(=O)O)c(C)c2C(=O)O)CC1)c1ccccc1 (stereo unspecified),-2,3
CN(Cc1ccccc1F)C(=O)C(Cc1ccccc1)NC(=O)c1ccccc1 (stereo unspecified),5,-2
COC(=O)c1ccc(C)c(NC(=O)C2CC(=O)N(C3CCCC(C)C3C)C2)c1 (stereo unspecified),-7,1
CN(CC(=O)Nc1cccc(F)c1)C(=O)C1=COCCO1,9,-1
CC1CCCN(CC(=O)NC(=O)NC2CCCCC2)C1 (stereo unspecified),-2,3
CCOc1ccc(NC(=O)CN(C)C(=O)c2c(-c3ccccc3Cl)noc2C)cc1OCC,5,5
Cc1ccc(OCCNC(=O)c2ccc(NC(=O)CC3SC(N4CCCC4)=NC3=O)cc2)cc1 (stereo unspecified),10,-5
Cc1c(NC(=O)c2cccc(NC(=O)Cc3ccc(Cl)cc3)c2)c(=O)n(-c2ccccc2)n1C,-1,0
NS(=O)(=O)c1ccc(NC(=O)COC(=O)CCc2nc3ccccc3c(=O)[nH]2)cc1,1,-3
COc1ccccc1NC(=O)CCc1nc2sc3c(c2c(=O)[nH]1)CCCC3,3,-3
COC(=O)[C@]1(C)N[C@H](CN(C)C(=O)COc2ccccc2)[C@@H]2C(=O)N(C)C(=O)[C@@H]21,7,-3
COc1ccc(-c2nn(Cc3ccccc3)cc2C(=O)N2CCN(c3ncccn3)CC2)cc1OC,-3,1
CCOc1ccc(NC(=O)CN(C)C(=O)C2COc3ccccc3O2)cc1OCC (stereo unspecified),2,4
CCC(=O)NC(C)c1cc(Cl)c2cccnc2c1O (stereo unspecified),-3,2
COc1cc(N)c(Cl)cc1C(=O)OCC(=O)NC(=O)NCc1ccco1,2,4
COc1cccc(/C=C/C(=O)OCC(=O)NCc2ccc3c(c2)OCO3)c1,-6,7
COc1ccc(NS(=O)(=O)c2cccc(C(=O)NNC(=O)COc3ccccc3)c2)cc1,1,3
COc1ccccc1OCCNC(=O)CSC(=S)N1CCCC1,1,5
O=C(Nc1ccc(F)cc1)C(c1ccccc1)N1CCN(CC(=O)N2CCOCC2)CC1 (stereo unspecified),1,5
CC(Oc1ccc(Br)cc1)C(=O)Nc1cc(S(=O)(=O)N2CCOCC2)ccc1N1CCCC1 (stereo unspecified),-1,-1
O=[N+]([O-])c1ccc(S(=O)(=O)Nc2ccc(-c3ccc(N4CCOCC4)nn3)cc2)cc1,10,-5
COc1cc(NC(=O)[C@H]2CCCN2S(=O)(=O)c2cccc3cccnc23)cc(OC)c1OC,3,3
COCCN(CC(=O)Nc1ccccc1C(F)(F)F)C(=O)c1ccc(-n2cccn2)cc1,7,0
Cc1cccc(C(=O)OCC(=O)NCc2ccco2)c1,-1,1
C=CCN1C(=O)c2ccc(C(=O)N(CCOC)c3c(N)n(CCCC)c(=O)[nH]c3=O)cc2C1=O,2,4
CN(C)S(=O)(=O)c1cccc(NC(=O)CN2C(=O)NC(Cc3ccccc3)C2=O)c1 (stereo unspecified),0,2
CC(C)(C)c1ccc(C2=CC(c3ccccc3)n3ncnc3N2)cc1 (stereo unspecified),7,-3
